From PubChem
MT stabilizer – stabilizes microtubules in HeLa cells; HeLa tubulin immunostaining HCS, 24 h; share of cells brighter than vehicle mean+2SD; % tubulin-high responders, % at 10 µM; 200,000 tested, 0.83% active; AID 2205;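 active = plate Z-score above 3 for both tubulin-high and condensed-nucleus cell shares, with cell loss under 80%, at 10 µM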;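 note: anti alpha tubulin signal scored within the nucleus-defined area of each cell; some results filed as inactive read as strong as hits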
b-catenin transl – modulators of beta-catenin nuclear translocation; HeLa beta-catenin nuclear translocation, immunofluorescence imaging; nuclear translocation activity, % at 5 µM; 190,000 tested, 0.3% active; AID 1665;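 active = nuclear translocation activity above 50% at 5 µM, with a well cell count of 50 or more; inconclusive = wells under 50 cells across six images, flagged as toxic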;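 note: per-cell ratio of nuclear to cytoplasmic median beta-catenin stain intensity; plate controls were DMSO negative control for no effect and GSK-3 inhibitor IX positive control for full effect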
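Read-out: Nuclear/cytoplasmic beta-catenin signal ratio, % activation | Assay system: Human HeLa cell line | Times: 24 h compound exposure at 37°C, 5% CO2 | Signal: Fluorescence imaging of beta-catenin antibody stain plus DAPI | Dosing: 5 µM primary, 0.02–20 µM confirmation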
ER stress rescue – protection against thapsigargin-triggered cell killing – 384-well, CSM14.1, ATP luminescence, primary screen (AID 1222). CSM14.1 thapsigargin-induced death rescue, ATP luminescence; higher % means a stronger effect. cellular ATP content (survival), % at 20 µM; hits with a dose series show EC50 in µM. 190,000 tested, under 10 active;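 active = EC50 below 50 µM in the dose-response confirmation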;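 note: death triggered by thapsigargin at about 15 µM added after 2 h compound pretreatment; cell ATP read after overnight thapsigargin exposure of roughly 18 to 22 hours; normalized against plate controls of thapsigargin alone and 5% DMSO vehicle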
XIAP antagonists – small molecules displacing peptide from XIAP – biochemical, IAP family, fluorescence polarization (AID 1018); XIAP BIR domain, fluorescence polarization peptide displacement; higher % means a stronger effect; 200,000 tested, 0.007% active; one-dose displacement, % at 20 µM; IC50 in µM for titrated hits; in the data active = displacement above about 50%; note: a part of the inactive calls stands beside numbers as strong as those of hits
Dynein cargo inh – dynein cargo transport inhibition | 3617.4 mouse cells, GR-EGFP nuclear translocation imaging; test concentration mostly 20 µM; stimulated with dexamethasone, 1 µM; active compounds read low | z-score, hits read low | 220,000 tested, 0.47% active;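 active = plate z-score of nuclear minus cytoplasmic receptor signal below a set negative limit, without overly bright fluorescence or cell loss, cut at about -3.5 in these data, passing the limit was not always enough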;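 note: z-score of nuclear minus cytoplasmic ring GR-EGFP intensity difference per well; some compounds called inactive have numbers as strong as hits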
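Also added: dexamethasone, 1.0 µM final. Medium: tet-free, stripped-serum medium. Detection: fixed, Hoechst-stained cells imaged at 10x for EGFP. Read-out: nuclear-to-cytoplasmic GR-EGFP distribution per well. Times: induction 48 h, compound 1 h, agonist 30 min.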
WT yeast gro inh – growth inhibition of WT yeast, mitochondrial fusion screen | 190,000 tested, 2.1% active | mitochondrial fusion phenotypic screen, WT strain | inhibition, % at 10 µM; in the data active = inhibition above about 58%; tested in S. cerevisiae
Lipid droplet – hepatic lipid droplet formation modulation | AML12 mouse hepatocytes, oleate lipid droplets, BODIPY imaging | 240,000 tested, 0.4% active | AID 1656 | inhibition, % at 6.5 µM;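 active = lipid droplet intensity inhibited by at least 50%, with more than 500 cells counted; inconclusive = wells with under 300 cells, treated as cytotoxic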
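Assay system: AML12 hepatocytes (mouse) / Also added: 100 µM oleic acid challenge / Times: overnight treatment with compound plus oleate / Detection: high-content imaging of BODIPY-stained droplets and DAPI nuclei / Evaluation: % inhibition of lipid droplet signal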
Ins promoter up – MIN6 insulin promoter up-regulation; AID 1625; z-score at 5 µM; MIN6 insulin promoter-GFP reporter, high-content imaging; active compounds read high; 190,000 tested, 0.3% active;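 active = z-score above 3 at 5 µM with at least 500 cells counted in the well; inconclusive = wells under 500 cells, flagged as cytotoxic or low count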
Autophagy HCS – autophagy modulation, high-content screen; MEF GFP-LC3 puncta imaging; test concentration mostly 10 µM; calls only at 10 µM (by protocol); 190,000 tested, 0.98% active; AID 463193;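 active = percentage of spot-positive cells more than 3 SD above its plate mean, without a fluorescence outlier flag or 80% toxicity; inconclusive = no clear call, values can overlap the other calls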;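 note: spot-positive cell cutoff set from DMSO-treated cells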
WT yeast gro inh mutant strain – recorded beside WT yeast gro inh, whose call it bears; inhibition, %; mitochondrial fusion phenotypic screen, mutant strain inhibition
Dynein cargo inh cytoplasmic EGFP – second read-out of Dynein cargo inh, no call of its own (marks repeat the call); z-score; measured here: cytoplasmic GR-EGFP intensity; active compounds read high
Dynein cargo inh nuclear GR-EGFP – also measured in Dynein cargo inh; calls as there; z-score; measured here: nuclear GR-EGFP intensity;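 lower value marks the stronger effect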
Dynein cargo inh cell count – second read-out of Dynein cargo inh, no call of its own (marks repeat the call); z-score; measured here: cell count per field
Ins promoter up cell count – also measured in Ins promoter up; calls as there; cell count; measured here: cytotoxicity, nuclei count;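 total cells summed across four imaged fields per well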
Lipid droplet cells 6.5 µM – further read-out of Lipid droplet, marked with its call; cell count; measured here: cell count, cytotoxicity flag;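 cells counted across two imaged fields per well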
b-catenin transl cell count 5 µM – recorded beside b-catenin transl, whose call it bears; cell count; measured here: cell count, cytotoxicity flag
MT stabilizer Hoechst-high % – further read-out of MT stabilizer, marked with its call; % Hoechst-high responders; measured here: nuclear condensation Hoechst responders;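 share of cells brighter than vehicle mean plus two SD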
MT stabilizer cytotoxicity % – second read-out of MT stabilizer, no call of its own (marks repeat the call); toxicity, %; measured here: cytotoxicity by cell density;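 0% = mean cell density of plate MIN control wells and 100% = no cells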
Autophagy HCS cell loss 18 h – also measured in Autophagy HCS; calls as there; toxicity, %; measured here: cell loss, nuclei count;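 cell loss after 18 h compound exposure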
* = called active by the depositor; i = inactive; ? = inconclusive; nt = not tested or not shown; + = active, no number.

SMILES	MT stabilizer	MT stabilizer Hoechst-high %	MT stabilizer cytotoxicity %	b-catenin transl	b-catenin transl cell count 5 µM	ER stress rescue	XIAP antagonists	Dynein cargo inh	Dynein cargo inh cytoplasmic EGFP	Dynein cargo inh nuclear GR-EGFP	Dynein cargo inh cell count	WT yeast gro inh	WT yeast gro inh mutant strain	Lipid droplet	Lipid droplet cells 6.5 µM	Ins promoter up	Ins promoter up cell count	Autophagy HCS	Autophagy HCS cell loss 18 h
CCc1ccccc1NC(=O)COC(=O)C1CC(=O)N(c2ccc(F)cc2)C1 (stereo not drawn)	3.8	3.1	10	-1.4	1046	-0.8%	-6.1%	-0.2	-0.36	-0.21	-0.058	9	9	2	682	-0.37	1769	i	3
Cc1ccccc1NC(=O)OCc1cn(-c2ccc(Cl)cc2)nn1	2.2	1.4	5.8	0.9	1349	-0.4%	-3.5%	-1.9	0.15	-0.9	0.6	1	19	nt	nt	0.15	1398	i	1
CN(C(=O)COc1ccc(Br)cc1Cl)C1CCCCC1	3.3	2.0	2.8	-6.8	1127	-0.3%	-1.5%	-0.5	-0.29	0.3	0.27	22	20	-21	701	0.38	1572	i	18
O=C1c2ccccc2NC(c2ccccn2)N1c1ccccc1F (stereo not drawn)	3.9	1.6	6.0	2.0	497	-3.1%	-4.2%	0.068	-0.23	0.051	0.3	-9	-4	1	738	nt	nt	i	-1
CCN(CC)Cc1c(O)ccc2c(=O)c(-c3ccc4c(c3)OCCO4)coc12	2.1	2.3	12	0.1	1001	-2.0%	-6.7%	-0.75	-0.18	-0.54	-0.054	-15	-4	4	565	0.18	1627	i	6
O=C(c1ccccc1NS(=O)(=O)c1cccc([N+](=O)[O-])c1)N1CCOCC1	0.9	2.0	8.9	-0.2	1295	-2.1%	-0.6%	-0.29	-0.17	-0.26	0.018	-7	-1	nt	nt	-0.05	1580	i	-1
CN(C)c1ccnc(C(=O)O)c1	2.4	2.3	3.3	4.4	1087	-0.5%	-6.7%	-0.26	-0.16	-0.29	0.82	-15	-7	16	743	0.21	1078	i	3
CCNc1ccc(Br)cc(C(=O)/C=C/c2c(Cl)cccc2Cl)c1=O	38	2.6	59	7.0	888	5.4%	-15%	-5.6	13	0.11	0.19	11	2	8	752	?	nt	+	2.7*
COc1ccccc1Nc1ccncc1[N+](=O)[O-]	2.5	1.9	2.4	-0.1	1505	2.4%	-3.3%	0.29	-0.23	0.09	-0.15	-18	-9	-19	559	0.74	1450	i	-2
CCc1ccccc1N(CC(=O)N1CCN(c2ccccc2)CC1)S(C)(=O)=O	3.3	2.3	8.8	-3.2	964	0.1%	-2.6%	-0.76	-0.15	-0.077	0.63	-9	-7	nt	nt	-0.13	1200	nt	nt
Cc1ccc(NC(=O)CN(C)C(=O)c2ccc(C(F)(F)F)cc2)cc1	3.0	4.1	8.2	-1.8	986	-1.2%	35%	-0.31	-0.09	-0.55	0.93	7	-13	1	672	-0.15	1416	i	-12
CC(=O)Nc1ccc(OCC(=O)NCc2ccc3c(c2)OCO3)cc1	2.8	1.6	9.9	0.2	1115	nt	1.5%	-0.026	-0.35	0.25	0.96	-8	21	12	691	-0.56	1300	i	24

Among those listed so far, 2 contain sulfur:
SMILES	MT stabilizer	MT stabilizer Hoechst-high %	MT stabilizer cytotoxicity %	b-catenin transl	b-catenin transl cell count 5 µM	ER stress rescue	XIAP antagonists	Dynein cargo inh	Dynein cargo inh cytoplasmic EGFP	Dynein cargo inh nuclear GR-EGFP	Dynein cargo inh cell count	WT yeast gro inh	WT yeast gro inh mutant strain	Lipid droplet	Lipid droplet cells 6.5 µM	Ins promoter up	Ins promoter up cell count	Autophagy HCS	Autophagy HCS cell loss 18 h
O=C(c1ccccc1NS(=O)(=O)c1cccc([N+](=O)[O-])c1)N1CCOCC1	0.9	2.0	8.9	-0.2	1295	-2.1%	-0.6%	-0.29	-0.17	-0.26	0.018	-7	-1	nt	nt	-0.05	1580	i	-1
CCc1ccccc1N(CC(=O)N1CCN(c2ccccc2)CC1)S(C)(=O)=O	3.3	2.3	8.8	-3.2	964	0.1%	-2.6%	-0.76	-0.15	-0.077	0.63	-9	-7	nt	nt	-0.13	1200	nt	nt

Further structures
SMILES	MT stabilizer	MT stabilizer Hoechst-high %	MT stabilizer cytotoxicity %	b-catenin transl	b-catenin transl cell count 5 µM	ER stress rescue	XIAP antagonists	Dynein cargo inh	Dynein cargo inh cytoplasmic EGFP	Dynein cargo inh nuclear GR-EGFP	Dynein cargo inh cell count	WT yeast gro inh	WT yeast gro inh mutant strain	Lipid droplet	Lipid droplet cells 6.5 µM	Ins promoter up	Ins promoter up cell count	Autophagy HCS	Autophagy HCS cell loss 18 h
Cc1[nH]nc2c1C(C(C)C)C(C#N)=C(N)O2 (stereo not drawn)	7.1	2.3	0.1	1.2	1114	-1.5%	-4.2%	0.25	-0.12	0.41	-0.68	-10	-11	nt	nt	-0.04	1087	i	-23
CCOC(=O)C1=C(C)N(Cc2ccc(C(=O)O)cc2)C(=O)NC1c1ccc([N+](=O)[O-])cc1 (stereo not drawn)	2.5	2.8	12	-2.1	599	-5.0%	-5.8%	0.28	-0.25	0.44	0.58	1	-14	-5	722	0.27	1078	i	7
O=C(CN1CCC(O)(c2ccc(F)cc2)CC1)NCc1ccc(F)cc1	4.2	3.1	5.9	5.8	1086	3.2%	-5.6%	-0.71	-0.2	-0.095	-0.26	2	3	3	706	-0.05	756	i	-5
CCCC(C)C(=O)Nc1ccc(F)c(Cl)c1 (stereo not drawn)	3.1	1.1	2.2	-2.7	1058	-0.6%	-2.1%	0.45	-0.16	0.4	-0.37	10	5	0	687	0.6	1547	i	16
Nc1nc2n(n1)C(c1ccco1)CC(c1ccc(Cl)cc1)N2 (stereo not drawn)	5.3	2.1	12	-6.1	999	1.6%	-4.3%	0.44	-0.19	1	-1.7	-9	-27	nt	nt	-0.01	1310	i	-1
CCCCCC(=O)Nc1nc(C)c(-c2csc(Nc3cc(Cl)ccc3OC)n2)s1	2.1	1.2	11	-1.0	1021	-0.2%	-4.8%	-0.45	-0.18	0.077	0.9	1	10	nt	nt	-0.76	1281	i	-16
O=C(NCc1ccco1)c1ccccc1F	1.9	1.2	7.5	-4.0	1189	-0.7%	-8.2%	0.72	-0.24	0.47	-0.33	22	23	3	785	-0.59	995	i	14
COc1ccc(N=C(C)C2=C(O)CSC2=O)cc1	0.7	1.9	6.5	nt	nt	-0.9%	0.1%	0.12	-0.43	-0.25	0.53	-1	-1	22	765	-0.2	913	i	-6
N#C/C(=C\c1ccccc1)C(=O)OCC(=O)N1CCCC1	2.2	2.7	6.0	-0.4	1105	nt	-8.3%	-0.41	-0.34	0.01	0.38	6	12	21	705	0.96	1307	i	-5
O=C(NCc1ccc(F)cc1)c1cc(-c2ccco2)on1	2.4	3.1	1.4	-0.5	1018	-1.8%	-8.5%	-0.59	0.61	-0.29	0.51	1	12	10	682	-0.16	1999	i	24
COC(=O)C(C)(C)ONC(=O)Nc1ccccc1Br	3.2	2.6	4.8	0.1	972	-2.1%	-0.9%	-0.81	-0.25	-0.22	1.6	-11	5	-16	684	0.29	1356	i	7
Cn1c(=O)c2c(n(C)c1=O)=NC1(CCCCC1)ON=2	2.0	1.9	11	2.5	1125	-2.9%	-8.2%	-0.94	-0.24	-0.21	1.2	-6	-6	18	786	1.2	869	i	-3
COc1ccccc1N=Nc1c(C)noc1C	nt	nt	nt	-3.6	1130	nt	nt	-0.0052	-0.17	-0.28	0.68	nt	nt	21	741	0.23	1430	nt	nt
Cc1cc(C(F)(F)F)c(C#N)c(SCC(=O)NC2CC2)n1	5.9	2.3	12	-10	964	0.1%	-6.4%	-0.013	0.12	0.7	-0.55	4	5	nt	nt	0.27	1095	i	4
Cc1nn(-c2ccccc2)c2sc(C(=O)N(CC(=O)NC(C)(C)C)Cc3ccco3)cc12	4.2	3.2	3.4	-0.4	1062	-2.3%	-2.4%	0.71	-0.18	0.52	-0.38	3	-4	6	578	-1.6	706	i	-8
O=C(CSc1nnc(Cc2cccs2)n1Cc1ccco1)Nc1ccc(Br)cc1	5.9	2.6	9.0	nt	nt	-0.7%	-8.1%	1.2	-0.11	0.42	-1.6	nt	nt	-4	716	nt	nt	i	7
Cc1ccc(S(=O)(=O)N(CC(=O)N2CCN(c3ccccc3F)CC2)C2CCCCC2)cc1	0.8	1.4	9.8	-5.9	1056	-1.4%	-3.9%	-0.6	0.12	0.0091	0.2	24	8	-55	771	nt	nt	i	9
COc1ccc(C=NCCC2(O)CC(C)N(C)CC2C)cc1 (stereo not drawn)	3.7	1.9	4.2	-1.2	996	-2.0%	-4.0%	0.53	-0.22	0.27	0.65	5	6	13	779	0.82	1161	i	-8
Cn1c(=O)[nH]c(=O)c2c1nc(NCCc1ccccc1)n2CC(O)COc1ccccc1 (stereo not drawn)	4.0	2.2	8.5	-0.7	746	-2.2%	-3.0%	-0.15	-0.27	0.16	-0.56	7	17	nt	nt	-0.27	1013	i	-4
CCCNCC1C(Oc2ccc(Cl)cc2Cl)C(=O)N1c1cccc(C)c1C (stereo not drawn)	2.7	2.5	5.9	0.1	1106	nt	-4.8%	-0.47	-0.15	-0.24	0.65	66	80	2	728	-1.5	1028	+	18*
Cc1ccc(N(CC(=O)Nc2cc(C)cc(C)c2)S(=O)(=O)c2cccc3nonc23)cc1	2.3	1.5	8.5	-2.6	1246	-2.8%	-2.3%	-0.45	-0.041	-0.21	0.73	4	-6	-23	712	-0.08	908	i	-3
